From PubChem BioAssay
H9c2 TAG inh – inhibitors of triacylglycerol accumulation; hit rate 0.66% among 230,000; inhibition, % at 12.5 µM; H9c2 cells, Nile Red lipid (TAG) fluorescence; cells loaded with 200 µM oleic acid;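 active = pattern-corrected inhibition of lipid staining of at least 50% with the nuclear-stain viability signal not falling by more than 50%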;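 note: 0% = DMSO wells and 100% = triacsin C control wells; some results filed as inactive read as strong as hits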
H9c2 TAG inh DAPI viability – further read-out of H9c2 TAG inh, marked with its call; DAPI nuclei signal change (viability), lower = more cytotoxic, %;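 whole-well DAPI fluorescence read on a plate reader as a viability signal; minus 50 percent equals half of cells still viable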
Numbers without * were called inactive. These rows are one share of the data; rates above refer to the full screens.

SMILES	H9c2 TAG inh	H9c2 TAG inh DAPI viability
COC(=O)c1c(SCC(=O)Nc2ccc(C)cc2)nc(=O)[nH]c1C	-0.6	0.7
C#CCOCCOCCOCCNc1nc(N2CCN(C(=O)Cn3cc(CCCN=C(N)N)nn3)CC2)nc(N2CCN(C(=O)[C@H]([C@@H](C)O)n3cc(CCCCN)nn3)CC2)n1	13.8	1.3
O=C(CN1C(=O)C2CC=CCC2C1=O)Nc1nccs1 (configuration not stated)	-12.6	6.9
Cc1ccc(S(=O)(=O)Oc2ccccc2/C=N/NC(=O)c2c(Cl)cnn2C)cc1	-33.2	1.0
CN1C(=O)C(C)(C)c2cc(S(=O)(=O)N3CCC(C(=O)NCc4ccc(F)cc4)CC3)ccc21	-10.1	-2.6
Cc1ccc(NC(=O)CN(C)S(=O)(=O)c2ccc(Cl)s2)c(O)c1	7.7	1.6
O=C(C1CCC(CNc2c(N3CCCCC3)c(=O)c2=O)CC1)N1CCc2ccccc2C1 (configuration not stated)	-2.9	-4.9
O=C(NCCc1ccc(F)cc1)Nc1ccc2c(c1)OCO2	-14.8	-2.2
CC(C)Oc1ccc(S(=O)(=O)N2CCOCC2)cc1NC(=O)c1ccc(Cl)c(S(=O)(=O)N2CCOCC2)c1	2.1	-11.3
CC(Oc1ccc(-c2nccc(-c3ccccn3)n2)cc1)C(=O)NN (configuration not stated)	6.7	-1.7
Cc1nc(C)c(-c2csc(Nc3ncccc3C)n2)s1	-1.8	-1.8
C[C@H](CO)N1C[C@H](C)[C@@H](CN(C)C(=O)Nc2ccccc2)Oc2c(NC(=O)c3ccncc3)cccc2C1=O	-6.4	-3.2
c1ccc(OCCOCCOc2ccccc2)cc1	-11.6	-4.1
N#CC1c2ccccc2C=CN1C(=O)c1ccccc1 (configuration not stated)	14.8	-17.0
CC(C)COc1ccc(C2NC(=O)NC2=O)cc1 (configuration not stated)	-9.1	9.1
O=C(c1ccc2c(c1)OCO2)C1CCCN(C(=O)C2CCOCC2)C1 (configuration not stated)	-7.8	-12.2
Cc1csc(NC(=O)c2ccoc2C)n1	10.9	-13.2
CC(=O)Oc1cc2c(C(=O)NCCN3CCOCC3)c(C)oc2c2ccccc12	8.1	2.0
O=C(N/N=C/c1ccco1)C1CCCC1	7.5	0.0
Cn1c(=O)c2c(ncn2CC(=O)Nc2cc(S(=O)(=O)N3CCCCC3)ccc2Cl)n(C)c1=O	-0.5	-1.1
COC(=O)CC1=NN(c2ccccc2)C(=O)C1	3.0	3.9
Cc1nc2ccccc2c(=O)n1/N=C/c1cccnc1	11.9	6.8
COc1ccccc1N(C)S(=O)(=O)c1ccc(C(=O)Nc2ccc3nc(C)sc3c2)cc1	12.0	-7.5
O=C(COc1cccc(Cl)c1Cl)NC1CC1	-0.1	10.1
Cc1ccccc1OCCC(=O)Nc1cc(S(=O)(=O)N2CCCCC2)ccc1N1CCN(C)CC1	-8.2	5.4
CN(CC1CCCO1)S(=O)(=O)c1ccc(C(=O)Nc2ccc(F)cc2)cc1 (configuration not stated)	-21.8	1.0
CC1CCCN(C(=O)c2ccc(NS(=O)(=O)c3cccc([N+](=O)[O-])c3)cc2)C1 (configuration not stated)	8.9	3.1
COc1ccccc1C(=O)CSc1nnc(-c2ccco2)o1	-4.7	21.2
COc1cc(C(=O)OC(C)C(=O)N2CCc3ccccc3C2)ccc1OCC(=O)N1CCOCC1 (configuration not stated)	-0.1	-2.7
NC(=O)C1CCCN(S(=O)(=O)c2ccc(Br)cc2)C1 (configuration not stated)	-13.3	2.2
CCOc1ccc(N2CC(=O)Nc3ccccc3NCC2=O)cc1	-23.2	5.9
COc1ccc(CCNc2ccc(C(CC(N)=O)NC(=O)c3cc(C)cc(C)c3)cc2[N+](=O)[O-])cc1 (configuration not stated)	-2.5	3.8
O=C(COc1ccccc1Cl)OCC(=O)N1CCN(S(=O)(=O)c2ccccc2)CC1	-2.8	5.4
CCc1ccc(-c2nc(CSCC(=O)N3CCN(c4ccccn4)CC3)c(C)o2)cc1	-36.4	-11.5
Cn1cc(C(=O)NCCc2ccccc2)c(=O)c2cc(S(=O)(=O)N3CCOCC3)ccc21	6.2	2.5
Cc1ccccc1CC(=O)Nc1ccc2c(C)cc(=O)oc2c1	9.3	9.1
C=Cc1ccc(Cn2c(C)c(C(=O)NCc3ccc4c(c3)OCO4)sc2=O)cc1	-16.0	1.9
Clc1ccc2nc3ccccc3cc2c1	-11.6	8.3
O=C(C1CC(=O)N(c2ccc3c(c2)OCCO3)C1)N1CCCC(C(F)(F)F)C1 (configuration not stated)	-11.6	-9.2
COc1cc(CNC(=O)c2cc(-c3ccc(OC)cc3C)n[nH]2)cc(OC)c1	-2.5	0.3
Cc1cc(C(=O)NCCCN2CCN(C3CCCCC3)CC2)n(-c2ccccc2)n1	7.7	10.9
COc1ccc(/C=N/n2cnc3c([nH]c4ccc(C)cc43)c2=O)cc1CN1CCCC1	11.0	2.5
C#CCOCCOCCOCCNc1nc(N2CCN(C(=O)Cn3cc(CCO)nn3)CC2)nc(N2CCN(C(=O)[C@H]([C@@H](C)CC)n3cc(CCCN=C(N)N)nn3)CC2)n1	-4.9	2.1
Cc1ccccc1N/N=C1\CCCNC1=O	5.8	-5.2
CCC(=O)c1c[nH]c(C(=O)NCCc2ccccn2)c1	2.4	-4.4
Nc1ccnn1Cc1cccnc1	-1.3	-4.2
CCOc1ccc(C(=O)CN2CCN(S(=O)(=O)c3ccc(Cl)cc3)CC2)cc1	18.4	-9.3
O=C(CCC(=O)c1cccs1)OCc1ccc([N+](=O)[O-])cc1	-0.8	-7.3
Nc1nnc(-c2ccc(Cl)cc2Cl)s1	7.3	8.5
Cc1ccc(NC(=O)CCSc2nnc(-c3ccco3)o2)cc1	-13.8	5.4
O=C(NCC1CCCO1)C(=O)N/N=C/c1cc(Cl)ccc1O (configuration not stated)	14.2	-10.2
Cc1cccc(Oc2ccc(NC(=O)C3CC=CCC3C(=O)O)cc2)c1 (configuration not stated)	-0.2	9.9
O=C(NCc1c(Cl)cccc1Oc1ccccc1)c1ccccc1	-11.8	-1.0
CCOC(=O)N1CCC(NC(=O)c2cc(C(=O)NC3CCCC3)ccc2CO)CC1	0.8	-6.3
CC(=O)c1c(C)[nH]c(C(=O)CN2CCN(S(=O)(=O)c3ccccc3)CC2)c1C	-10.8	2.2
Fc1ccc2c(Cl)c(-c3nnc(-c4cccs4)o3)sc2c1	-1.4	55.3
CCC1(CC)NC(=O)N(CC(=O)OCC(=O)Nc2ccc(OC(F)(F)F)cc2)C1=O	17.5	-2.4
CCOC(=O)C1(C#N)C(=O)CSC1=Nc1ccccc1Cl (configuration not stated)	-10.0	6.4
COCCNC(=O)C(c1ccccc1)N(C(=O)Cn1nnc2ccccc21)c1cccnc1 (configuration not stated)	-14.3	4.7
COc1ccc(S(=O)(=O)N2CCC(C(=O)NN3CCCCC3)CC2)cc1OC	-4.6	-0.9

Four entries out of the list, arranged by number of heavy atoms, low to high.
SMILES	H9c2 TAG inh	H9c2 TAG inh DAPI viability
Nc1ccnn1Cc1cccnc1	-1.3	-4.2
O=C(NCC1CCCO1)C(=O)N/N=C/c1cc(Cl)ccc1O (configuration not stated)	14.2	-10.2
O=C(NCc1c(Cl)cccc1Oc1ccccc1)c1ccccc1	-11.8	-1.0
CCOc1ccc(C(=O)CN2CCN(S(=O)(=O)c3ccc(Cl)cc3)CC2)cc1	18.4	-9.3

(listing goes on)
SMILES	H9c2 TAG inh	H9c2 TAG inh DAPI viability
C/C(=N\NC(=O)c1cccnc1)c1cc2ccccc2o1	11.7	-4.0
CN(CC(=O)Nc1cccc(S(=O)(=O)N2CCOCC2)c1)CC(=O)Nc1ccc(Cl)c(C(F)(F)F)c1	-2.1	9.3
COc1ccc(-c2cc(C(=O)N/N=C/c3ccc4c(c3)OCO4)c3ccccc3n2)c(OC)c1	-5.3	-13.2
O=C(CSc1nccc(=O)[nH]1)N1N=C2/C(=C/c3ccco3)CCCC2C1c1ccco1 (configuration not stated)	-34.2	4.8
CN(C)c1ccc(CC(=O)N2CCCC(c3cc(C(=O)Nc4ccc(F)c(Cl)c4)no3)C2)cc1 (configuration not stated)	15.8	-2.1
CCC1NC(=O)c2cc3ccccc3cc2-n2c1nc1ccc(F)cc1c2=O (configuration not stated)	18.7	4.8
O=c1cc(-c2ccccc2Cl)oc2c(NS(=O)(=O)c3ccccc3C(F)(F)F)ccc(O)c12	-8.0	4.3
COc1ccc(-c2nc[nH]c2[N+](=O)[O-])cc1	2.6	-4.5
CCCNC(=O)c1ccc2nc(-c3ccccc3)c(-c3ccccc3)nc2c1	-13.4	9.8
CC1CN(c2cc(=O)n(-c3cccc(Br)c3)c(=O)[nH]2)CC(C)O1 (configuration not stated)	-0.5	-2.9
CCCCSc1nc(O)cc(=O)n1CC	1.7	0.4
COc1ccccc1NC(=O)c1ccc2c(c1)C(=O)N(Cc1ccco1)C2=O	17.8	0.5
CC(C)(C)NC(=S)NCC1CC1	-2.1	0.7
CCN(CC)S(=O)(=O)c1ccc(SCC(=O)c2c(N)n(C3CC3)c(=O)[nH]c2=O)nc1	1.2	-7.3
CN(CC(=O)Nc1cccc(F)c1)C(=O)/C=C/c1ccc(Br)s1	-2.2	-6.0
CCN(CC1CCCO1)C(=O)CCc1nnc(CCc2ccc(OC)cc2)o1 (configuration not stated)	-10.5	-5.6
Cc1nc(SCc2nc3c([N+](=O)[O-])cccc3[nH]2)c2oc3ccccc3c2n1	3.5	4.5
COc1ccccc1NS(=O)(=O)c1cccc(C(=O)N/N=C(\C)c2ccncc2)c1	-5.4	-3.6
CC(=O)Nc1cccc(C(=O)NNC(=O)c2ccccc2-n2cccc2)c1	-2.0	4.0
CSCCCNC(=S)Nc1cccc(S(=O)(=O)NC2=NCCC2)c1	-4.8	-8.3
CCC(=O)N(Cc1ccco1)c1nc(-c2cc(OC)ccc2OC)cs1	-1.0	1.6
Cc1ccc(CC2C(=O)N(c3nc(C)cc(C)n3)C(=O)C2C)cc1 (configuration not stated)	-0.1	5.3
CCOC(=O)C1CCCN(S(=O)(=O)c2ccc(S(N)(=O)=O)cc2)C1 (configuration not stated)	5.4	-7.5
CCn1c(=O)cc(OCC(=O)Nc2cccc(C)n2)c2ccccc21	0.9	1.2
N#Cc1nc(Nc2cc(F)cc(F)c2)c2ncn(CC(F)F)c2n1	11.5	12.8
COC(=O)[C@]1(Cc2ccccc2)N[C@H](CN(C)C(=O)c2ccc(C)cc2)[C@@H]2C(=O)N(C)C(=O)[C@@H]21	-7.5	-4.5
COc1ccc2oc(C(=O)N3CCN(c4ncccn4)CC3)c(C)c2c1	2.1	0.8
CC(C)C(C)NC(=O)COc1ccc(-c2ccccc2)cc1 (configuration not stated)	29.8	-16.8

A second format for some results above.
structure | H9c2 TAG inh | H9c2 TAG inh DAPI viability
COc1ccccc1NC(=O)c1ccc2c(c1)C(=O)N(Cc1ccco1)C2=O | 17.8 | 0.5
CC(C)(C)NC(=S)NCC1CC1 | -2.1 | 0.7
CCN(CC)S(=O)(=O)c1ccc(SCC(=O)c2c(N)n(C3CC3)c(=O)[nH]c2=O)nc1 | 1.2 | -7.3
CN(CC(=O)Nc1cccc(F)c1)C(=O)/C=C/c1ccc(Br)s1 | -2.2 | -6.0
CCN(CC1CCCO1)C(=O)CCc1nnc(CCc2ccc(OC)cc2)o1 (configuration not stated) | -10.5 | -5.6
Cc1nc(SCc2nc3c([N+](=O)[O-])cccc3[nH]2)c2oc3ccccc3c2n1 | 3.5 | 4.5
COc1ccccc1NS(=O)(=O)c1cccc(C(=O)N/N=C(\C)c2ccncc2)c1 | -5.4 | -3.6
CC(=O)Nc1cccc(C(=O)NNC(=O)c2ccccc2-n2cccc2)c1 | -2.0 | 4.0
CSCCCNC(=S)Nc1cccc(S(=O)(=O)NC2=NCCC2)c1 | -4.8 | -8.3
CCC(=O)N(Cc1ccco1)c1nc(-c2cc(OC)ccc2OC)cs1 | -1.0 | 1.6
Cc1ccc(CC2C(=O)N(c3nc(C)cc(C)n3)C(=O)C2C)cc1 (configuration not stated) | -0.1 | 5.3
CCOC(=O)C1CCCN(S(=O)(=O)c2ccc(S(N)(=O)=O)cc2)C1 (configuration not stated) | 5.4 | -7.5
CCn1c(=O)cc(OCC(=O)Nc2cccc(C)n2)c2ccccc21 | 0.9 | 1.2
N#Cc1nc(Nc2cc(F)cc(F)c2)c2ncn(CC(F)F)c2n1 | 11.5 | 12.8
COC(=O)[C@]1(Cc2ccccc2)N[C@H](CN(C)C(=O)c2ccc(C)cc2)[C@@H]2C(=O)N(C)C(=O)[C@@H]21 | -7.5 | -4.5
COc1ccc2oc(C(=O)N3CCN(c4ncccn4)CC3)c(C)c2c1 | 2.1 | 0.8
CC(C)C(C)NC(=O)COc1ccc(-c2ccccc2)cc1 (configuration not stated) | 29.8 | -16.8
